Screens as filed in PubChem BioAssay.
GLP-1R inv ag: acts as inverse agonist at human GLP-1 receptor; P43220; HEK293 GLP-1R CRE-luciferase, luminescence, 24 h; GLP-1R form is constitutively active; Potency, µM (doses to about 38.3 µM), inactives show top-dose activity change, negative = inhibition, hits mostly inhibitors; hit rate 1.6% among 410,000; AID 624417; also: potency is read from the fitted curve at half-maximal effect; % is scaled to controls: 0 for no effect and ±100 for the full control effect; nearly all actives have a fitted effect of over 55% in size
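Constitutively active GLP-1R drives a cAMP-responsive luciferase in stably transfected HEK293 cells; test compounds are added after overnight (12 h) attachment and left 24 hr, and signal loss in luminescence marks inhibition.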
aSyn yeast inh: rescues yeast growth from alpha-synuclein toxicity; Yeast expressing alpha-synuclein, growth rescue, BacTiter-Glo, 24 h; Potency, µM (top dose mostly 46.1 µM), for the others: top-dose growth rescue (activation), usual class: activators; hit rate 0.14% among 370,000; also: potency is read from the fitted curve at half-maximal effect; % of control where 0% means no effect; nearly all actives have a fitted effect of over 65% in size
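Readout is rescue of growth in alpha-synuclein-expressing yeast, so inhibitors of toxicity appear as activators. Growth after 24 hr at 30 deg C in galactose medium is quantified by luminescence.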
KB-V1 MDR tox: KB-V1 MDR subline cytotoxicity; AID 1347076; hit rate 3.4% among 400,000; KB-V1 MDR cells viability, CellTiter-Glo, 72 h; Potency, µM (highest dose often 46.1 µM), for the others: at the top dose activity change, negative = cytotoxicity, hits mostly cytotoxic; also: potency is read from the fitted curve at half-maximal effect; % is scaled to controls: 0 for no effect and ±100 for the full control effect; nearly all actives have a fitted effect of over 60% in size
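Readout: CellTiter-Glo luminescence, 10 min after addition. Cells: KB-V1 MDR subline, 72 h at 37 degrees C with compound. Analysis: corrected, normalized data fitted to concentration-effect curves.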
TDP43 rescue: TDP-43 toxicity inhibition in yeast; TDP-43 expressing yeast growth rescue, BacTiter-Glo, 24 h; Potency, µM (series often up to 46.1 µM), for inactives: at the highest dose growth rescue (activation), actives largely listed as activators; hit rate 1.8% among 410,000; AID 652104; also: potency is read from the fitted curve at half-maximal effect; % of control where 0% means no effect; nearly all actives have a fitted effect of over 50% in size
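Readout is BacTiter-Glo luminescence of cell growth, so inhibitors register as activators. TDP-43-expressing yeast at OD600=0.02 in galactose medium, after raffinose pregrowth to mid-log, were incubated with compound for 24 hr at 30 deg C.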
D3 antag: D3 dopamine receptor (human) antagonism | hit rate 2.5% among 360,000 | D3R cells, DiscoveRx beta-arrestin luminescence, antagonist mode; active compounds read low | max response, negative = inhibition, %; in the data active = max response below about -50%; inconclusive = no clear call, values can overlap the other calls; also: % is scaled to controls: 0 for no effect and ±100 for the full control effect; mostly tested at two doses, the higher about 12 µM
Target sequence (P35462 whole entry, looked up): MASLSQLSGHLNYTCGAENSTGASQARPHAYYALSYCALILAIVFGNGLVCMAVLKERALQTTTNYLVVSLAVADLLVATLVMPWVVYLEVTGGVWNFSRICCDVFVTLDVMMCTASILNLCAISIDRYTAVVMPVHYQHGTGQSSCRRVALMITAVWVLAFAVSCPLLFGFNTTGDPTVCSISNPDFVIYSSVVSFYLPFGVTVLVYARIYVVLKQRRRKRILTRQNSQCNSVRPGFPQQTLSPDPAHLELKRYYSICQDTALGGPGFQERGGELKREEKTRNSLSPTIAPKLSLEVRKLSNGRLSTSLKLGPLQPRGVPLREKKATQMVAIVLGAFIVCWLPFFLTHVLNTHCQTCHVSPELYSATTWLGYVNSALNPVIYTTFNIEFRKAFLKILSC
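Cells plated overnight at 1500 cells/well, then exposed to library compounds with dopamine controls for 90 minutes at 37 degrees C. DiscoveRx reagent added for 30–60 minutes at room temperature; luminescence read, quantitative HTS format.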
PTHR1 agonist: PTHR1 (human) receptor agonism; Q03431; Potency, µM (doses to about 115 µM), without a hit: at the highest dose activation, most hits filed as activators; AID 743266; HEK293 GP2 PTHR1 cells, GloSensor cAMP luminescence, 1 h; hit rate 0.075% among 410,000; also: potency is read from the fitted curve at half-maximal effect; nearly all actives have a fitted effect of over 55% in size; some results filed as inactive show a strong effect at the top dose; inactives centre near -15; many of its hits are not listed in these tables
Target sequence (Q03431 whole entry, looked up): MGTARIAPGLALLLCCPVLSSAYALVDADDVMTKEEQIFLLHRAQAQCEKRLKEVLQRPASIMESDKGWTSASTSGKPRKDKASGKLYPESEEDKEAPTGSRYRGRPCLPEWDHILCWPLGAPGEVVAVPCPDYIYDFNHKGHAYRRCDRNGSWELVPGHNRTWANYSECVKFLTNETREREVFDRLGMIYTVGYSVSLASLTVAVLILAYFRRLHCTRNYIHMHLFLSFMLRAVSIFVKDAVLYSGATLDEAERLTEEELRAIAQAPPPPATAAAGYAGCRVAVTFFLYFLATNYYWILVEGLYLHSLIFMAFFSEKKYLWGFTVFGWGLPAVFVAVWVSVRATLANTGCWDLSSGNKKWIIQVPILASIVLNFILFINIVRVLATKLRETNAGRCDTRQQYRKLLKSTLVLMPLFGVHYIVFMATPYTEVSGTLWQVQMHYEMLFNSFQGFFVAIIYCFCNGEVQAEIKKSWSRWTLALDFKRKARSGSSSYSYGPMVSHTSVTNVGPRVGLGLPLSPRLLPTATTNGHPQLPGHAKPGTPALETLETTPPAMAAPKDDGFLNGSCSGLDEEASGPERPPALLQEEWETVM
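HEK-293-derived GP2 cells expressing PTHR1 and a GloSensor cAMP reporter, 3,000/well, plated overnight, given luciferin plus IBMX (each 0.5 mM as added) for 1 h at 37 °C, then compound for 1 h at 37 °C. Luminescence was read after 15 min at room temperature.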
HEK293 tox: cytotoxicity counter-screen for GLP-1 receptor inverse agonists; HEK293 cAMP-luciferase reporter cells, luminescence, 24 h; Potency, µM (highest dose often 38.3 µM), without a hit: top-dose activity change, negative = inhibition, usual class: inhibitors; hit rate 0.13% among 410,000; AID 624418;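 also: loss of luciferase light is scored as toxicity; potency is read from the fitted curve at half-maximal effect; % is scaled to controls: 0 for no effect and ±100 for the full control effect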
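Quantitative HTS format, 1536 wells, 200 cells/uL seeded. Compounds: 23 nL, 24 h, 37 °C. Detection: luciferase reagent, luminescence at 12 min RT; decreased signal taken as cytotoxic.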
D3 ag: agonists of human D3 dopamine receptor. D3R DiscoveRx beta-arrestin cells, luminescence, 90 min. max activation, %. hit rate 0.58% among 410,000. AID 652048; in the data active = max activation above about 30%; also: 0% is about no effect; mostly tested at two doses, the higher about 12 µM
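Cells at 1500/well, incubated overnight, then treated with pinned compounds (dopamine as control) for 90 min at 37 degrees C. DiscoveRx reagent added for 30 - 60 minutes at room temperature; luminescence read.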
GLP-1R agonist: activates the human GLP-1 receptor; P43220; HEK293 GLP-1R CRE-luciferase, luminescence, 4-6 h; cells express a hypersensitive GLP-1R form; Potency, µM (titrated, usually from 45.6 µM), without a hit: top-dose activation, most hits filed as activators; hit rate 0.007% among 380,000; AID 624172; also: potency is read from the fitted curve at half-maximal effect; % of control where 0% means no effect
* = called active by the depositor; i = inactive; u = inconclusive; x = no result given; [ ] = remark or other dose. Unless noted, calls follow the shape of the dose curve; as a rule, active = well fitted curve in the direction sought with a large enough effect; inconclusive = small, poorly fitted or top-dose-only effect, or another doubt; inactive = no such curve, though single readings can be large; an effect the other way counts as inactive or inconclusive. A portion of the library; the hit share may differ from the screen's.

SMILES	GLP-1R inv ag	aSyn yeast inh	KB-V1 MDR tox	TDP43 rescue	D3 antag	PTHR1 agonist	HEK293 tox	D3 ag	GLP-1R agonist
CC(C)c1cc(-c2cc(-c3ccc(Cl)cc3)on2)nc(NCC2CC2)n1	-8.1%	0.9%	-2.9%	3.6%	51.6	-8.5%	-7.2%	0.9	3.2%
NCCCC[C@H]1NC(=O)[C@H](CCC(=O)O)NC(=O)c2cc([N+](=O)[O-])cc(I)c2OCC[C@@H](C(N)=O)NC1=O	7.1%	1.2%	-8.1%	-6.7%	-24.4	-7.3%	-22.8%	-18.5	-4.5%
CCN1CCN(CCNC(=O)CCCn2nc(C)c3c(C)n(-c4ccc(C)cc4)nc3c2=O)CC1	-24.4%	-3.0%	8.8%	-8.2%	-8.9	-20.7%	-6.2%	-2.8	-0.9%
CCCCN(CCCC)c1nc(-c2ccccc2)nc2ccccc12	2.6%	x	-17.4%	u	x	-16.6%	12.7%	-7.5	x
CC(C)NC(=O)Nc1cccc(Cl)c1	6.0%	1.4%	-9.3%	18.1%	-2.0	i	-11.0%	5.5	6.7%
COc1cc(S(=O)(=O)N(Cc2cccnc2)Cc2ccco2)ccc1-n1cnnn1	3.1%	5.7%	0.0%	-21.4%	-22.4	i	16.9%	-2.2	0.5%
O=[N+]([O-])c1cccc(/C=N/NC2CCS(=O)(=O)C2)c1 (stereo not drawn)	-2.0%	-6.8%	u	-11.5%[1.82 µM]	-6.4	-19.5%	0.9%	11.0	5.0%
C=C(CCO)C1=CCN(S(=O)C(C)(C)C)[C@H]1CCO (stereo partly drawn)	4.3%	0.8%	0.1%	5.6%	-15.4	0.8%	6.9%	-22.6	-1.9%
Cc1nc(-c2coc3cc(OCC(=O)O)ccc3c2=O)cs1	0.0%	-26.1%	-10.5%	-22.6%	15.2	i	4.0%	3.0	-16.7%
Cc1c(C(=O)N2CCCC2)c(S(=O)(=O)N2CCN(c3ccccc3F)CC2)c(C)n1C	-11.6%	0.3%	12.5%	-13.6%	18.9	i	-11.4%	-0.9	6.1%
COc1ccc(N(CC(=O)NC2CCCC2)C(=O)CS(=O)CC(=O)Nc2ccc3c(c2)OCO3)cc1 (stereo not drawn)	-4.1%	2.1%	3.6%	-2.6%	12.0	-22.1%	-11.7%	-5.2	0.8%
CCc1cc(=O)[nH]c(SCc2nc(-c3ccc(C(F)(F)F)cc3)no2)n1	3.8%	x	x	-12.4%	x	-15.1%	0.2%	-1.0	x
CCN(CC)S(=O)(=O)c1ccc(C)c(NC(=O)CNc2cccc(S(=O)(=O)N3CCOCC3)c2)c1	-17.8%	0.2%	23.6%	-20.6%	7.4	-22.4%	-4.4%	5.5	16.7%
COC(=O)c1ccc(NC(=O)c2ccco2)cc1	9.0%	-11.3%	-29.1%	0.0%	10.4	-2.9%[57.5 µM]	0.7%	-3.5	-7.9%
COc1ccccc1Nc1nc(=O)[nH]nc1C	0.0%	-8.9%	7.5%	-19.7%	12.8	-2.1%[57.5 µM]	-3.7%	16.0	-7.6%
COc1ccc(N(Cc2cc3ccc(C)cc3[nH]c2=O)C(=O)C2CCCO2)cc1 (stereo not drawn)	-4.0%	-4.7%	28.5%	-15.5%	6.0	i	-3.9%	5.0	13.3%
CCOc1ccc(S(=O)(=O)N2CCOCC2)cc1NC(=O)CN1C(=O)NC(C)(c2ccccc2)C1=O (stereo not drawn)	33.0%[activator]	-2.2%	-0.2%	11.6%	-1.2	i	19.5%	-11.0	3.6%
O=C(NC(Cc1c[nH]c2ccccc12)c1nnc2n1CCCCC2)c1cccs1 (stereo not drawn)	3.6%	-3.9%	4.3%	-17.1%	8.5	i	-8.5%	6.9	0.0%
CC(=O)c1ccc(NC(=S)Nc2cccc(S(=O)(=O)Nc3c(C)n(C)n(-c4ccccc4)c3=O)c2)cc1	6.3%	-11.8%	-1.8%	-11.9%	8.9	i	9.7%	11.2	6.2%
O=C(Cn1cc(S(=O)(=O)N2CCCC2)c(S(=O)(=O)N2CCCC2)c1)Nc1ccccc1	4.4%	x	1.2%	22.3%	x	i	-8.9%	0.5	x
CCOC(=O)c1cc2n(n1)C(C(F)(F)C(F)(F)F)CC(C)N2 (stereo not drawn)	8.9%	-4.5%	-17.1%	3.9%	-15.2	-1.5%	52.1%[activator]	0.6	-24.7%
Cc1ccc(CCNC(=O)C2CCCN(c3nc4ccccc4o3)C2)cc1 (stereo not drawn)	-4.9%	-2.7%	-15.7%	-7.6%	-9.2	i	7.1%	-4.0	4.8%
CCN(CC)C(=O)n1c(Cc2ccccc2)nc2ccccc21	-21.3%	7.1%	u	15.2%	-1.1	-15.0%	3.1%	9.7	32.4%
Cc1cc(C)n2nc(C(=O)OCC(=O)N(C)CC(=O)Nc3ccccc3Cl)nc2n1	5.6%	-0.4%	20.8%	19.0%	3.0	-5.1%	3.6%	11.7	-4.0%
O=C(NCCN1C(=O)S/C(=C/c2cccnc2)C1=O)C1CC(=O)N(Cc2ccccc2)C1 (stereo not drawn)	6.5%	-0.1%	8.2%	3.8%	21.2	-29.6%	-17.0%	2.5	-1.6%

Single records (already shown):
CC(=O)c1ccc(NC(=S)Nc2cccc(S(=O)(=O)Nc3c(C)n(C)n(-c4ccccc4)c3=O)c2)cc1 is entered as GLP-1R inv ag = 6.3%; aSyn yeast inh = -11.8%; KB-V1 MDR tox = -1.8%; TDP43 rescue = -11.9%; D3 antag = 8.9; PTHR1 agonist = i; HEK293 tox = 9.7%; D3 ag = 11.2; GLP-1R agonist = 6.2%
Cc1ccc(CCNC(=O)C2CCCN(c3nc4ccccc4o3)C2)cc1 (stereo not drawn) is entered as GLP-1R inv ag = -4.9%; aSyn yeast inh = -2.7%; KB-V1 MDR tox = -15.7%; TDP43 rescue = -7.6%; D3 antag = -9.2; PTHR1 agonist = i; HEK293 tox = 7.1%; D3 ag = -4.0; GLP-1R agonist = 4.8%
COc1ccc(N(CC(=O)NC2CCCC2)C(=O)CS(=O)CC(=O)Nc2ccc3c(c2)OCO3)cc1 (stereo not drawn) is entered as GLP-1R inv ag = -4.1%; aSyn yeast inh = 2.1%; KB-V1 MDR tox = 3.6%; TDP43 rescue = -2.6%; D3 antag = 12.0; PTHR1 agonist = -22.1%; HEK293 tox = -11.7%; D3 ag = -5.2; GLP-1R agonist = 0.8%

Entries shown so far that contain a COOH group, in the order listed:
SMILES	GLP-1R inv ag	aSyn yeast inh	KB-V1 MDR tox	TDP43 rescue	D3 antag	PTHR1 agonist	HEK293 tox	D3 ag	GLP-1R agonist
NCCCC[C@H]1NC(=O)[C@H](CCC(=O)O)NC(=O)c2cc([N+](=O)[O-])cc(I)c2OCC[C@@H](C(N)=O)NC1=O	7.1%	1.2%	-8.1%	-6.7%	-24.4	-7.3%	-22.8%	-18.5	-4.5%
Cc1nc(-c2coc3cc(OCC(=O)O)ccc3c2=O)cs1	0.0%	-26.1%	-10.5%	-22.6%	15.2	i	4.0%	3.0	-16.7%

Additional results follow:
SMILES	GLP-1R inv ag	aSyn yeast inh	KB-V1 MDR tox	TDP43 rescue	D3 antag	PTHR1 agonist	HEK293 tox	D3 ag	GLP-1R agonist
Cn1nc(-c2ccc(N3CCN(CCO)CC3)c([N+](=O)[O-])c2)c2ccccc2c1=O	60.3%[activator]	-5.7%	-22.4%	-10.4%	-6.5	0.0%	-11.1%	-0.7	u
NC(CSC(c1ccccc1)(c1ccccc1)c1ccccc1)C(=O)O (stereo not drawn)	u	15.2%	u	u	9.3	-2.9%	u	1.6	-5.3%
CC1CN(/C(=N\S(=O)(=O)c2ccccc2)c2ccccc2)CC(C)O1 (stereo not drawn)	-19.4%	2.4%	u	19.2%	10.9	-11.1%	-22.0%	-1.1	-0.7%
COc1ccc(S(=O)(=O)N2CCCC(C(=O)NCc3ccncc3)C2)cc1 (stereo not drawn)	0.0%	-2.8%	5.7%	20.2%	49.9	i	4.3%	1.3	-18.6%
Nc1sc(-c2ccccc2)c(Cc2ccccc2)c1C(=O)O	3.7%	1.0%	-9.4%	1.7%	-19.2	-8.2%	15.9%	6.3	-4.9%
COc1cccc(NC(=O)C2CC(=O)N/C(=N/NC(=O)c3ccc(C)cc3)S2)c1 (stereo not drawn)	-6.3%	4.7%	0.0%	u	-1.8	i	-0.6%	19.9	-0.5%
CC(C)c1ccc(NC(=O)CSC2=Nc3ccccc3C3=NC(CC(=O)NCc4ccco4)C(=O)N23)cc1 (stereo not drawn)	u	x	9.3%	5.9%	x	-65.0%[inhibitor]	26.8%	-11.5	x
CCN(CC)C(=O)CSc1nc(C)cc(C)c1C#N	15.7%	-2.0%	-2.2%	-10.1%[0.397 µM]	-25.2	i	-2.0%	-6.5	5.4%
CC(=O)Oc1ccc(/C=C/c2nc3ccccc3c(=O)o2)cc1	u	-4.8%	-9.7%	28.5%	1.5	-20.9%	0.7%	8.2	-1.6%
CC(C)n1ncc2c(C(=O)NCCc3ccc(S(N)(=O)=O)cc3)cc(C3CC3)nc21	-6.0%	-1.0%	-4.7%	-2.1%	-22.0	-18.5%	6.4%	-9.4	12.1%
Cc1nc2sc(C(c3ccco3)N3CCN(c4ccccc4)CC3)c(O)n2n1 (stereo not drawn)	0.5%	-2.7%	-0.3%	21.7%	2.6	i	9.5%	-3.8	4.2%
O=C(/C=C/c1ccc2c(c1)OCO2)Nc1nc2ccc(F)cc2s1	-8.2%	2.0%	-9.8%	-22.5%	-19.1	-3.0%	-2.8%	4.6	-2.3%
